Myeloid diff 2 – induction of myeloid progenitor differentiation, primary screen, cell-based, flow cytometry, MLPCN library. ER-HoxA9 myeloid progenitors, lysozyme-GFP differentiation. calls only at 10 µM. 360,000 tested, 1% active. AID 624256, 2012;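 active = normalized GFP-positive differentiation at or above the plate's own cutoff, the solvent-only control mean plus 3 SD; inconclusive = no clear call, values can overlap the other calls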;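 also: cells exposed to compound for four days before flow analysis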
Salmonella PhoP GFP – inhibitors of PhoP regulon expression, primary screen, Salmonella Typhimurium, GFP reporter (AID 1863); S. Typhimurium PhoP-regulated promoter GFP reporter, 4 h; higher % means a stronger effect; inhibition, % at 50 µM; hits with a dose series show IC50 in µM; 300,000 tested, 0.16% active;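 active = inhibition over 29.93%, a cutoff 3 SD above the screen mean, later confirmed by dose response; inconclusive = inhibition over 29.93% but no dose response follow-up; inactive = inhibition at most 29.93% or unconfirmed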;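 also: 0% = low Mg2+ inducing control and 100% = high Mg2+ repressing control; strong numbers were not always called active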
human PMI inhibitors – human PMI inhibitors, high substrate, primary screen, biochemical, fluorescence intensity, high mannose 6-phosphate (AID 1220); Mannose-6-phosphate isomerase (Homo sapiens); recombinant PMI enzyme, coupled fluorescence intensity; higher % means a stronger effect; inhibition, % at 20 µM, or IC50 in µM where a hit was titrated; 190,000 tested, 0.66% active
SIAH1 antagonists – Siah-1 peptide-binding antagonists, primary screen, biochemical, fluorescence polarization, rhodamine-plectin, uHTS (AID 1817) | E3 ubiquitin-protein ligase SIAH1 (Homo sapiens) | Siah-1 / rhodamine-plectin peptide fluorescence polarization; higher % means a stronger effect | displacement, % at 20 µM, or IC50 in µM where a hit was titrated | 290,000 tested, 0.02% active;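 active = displacement of at least 50% at 20 µM, with a fluorescence ratio check between 0.3 and a set limit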;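 also: plate controls were Siah plus tracer with DMSO for no effect and tracer alone without Siah for full effect; strong numbers were not always called active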
human PMI inhibition – inhibitors of human PMI, primary screen, biochemical, fluorescence intensity, coupled assay (AID 1209); Mannose-6-phosphate isomerase (Homo sapiens); purified PMI enzyme, coupled fluorescence intensity; higher % means a stronger effect; one-dose inhibition, % at 20 µM; IC50 in µM for titrated hits; 190,000 tested, 0.42% active;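 also: plate controls were DMSO vehicle for no effect and wells lacking substrate for full effect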
XIAP antagonists – XIAP antagonists, biochemical, IAP family, fluorescence polarization (AID 1018) | 200,000 tested, 0.007% active | XIAP BIR domain, fluorescence polarization peptide displacement; higher % means a stronger effect | displacement, % at 20 µM, or IC50 in µM where a hit was titrated; in the data active = displacement above about 50%; also: a part of the inactive calls stands beside numbers as strong as those of hits
TNAP activators – human TNAP enzyme activators, primary screen, biochemical, luminescent, no phosphate acceptor, uHTS (AID 1001); purified TNAP, luminescent activation assay, no phosphate acceptor; higher activation fold means a stronger effect; 200,000 tested, 0.03% active; one-dose activation fold at 20 µM; EC50 in µM for titrated hits; Alkaline phosphatase, tissue-nonspecific isozyme (Homo sapiens); in the data active = activation fold from about 3, or a potency from the dose series; inactive = the rest, 99 in 100 with activation fold below about 1.6; also: many of its hits are not listed in these tables
RSV CPE inhibition – RSV antiviral activity via CPE protection, HEp-2 cells, primary 10 µM value included (AID 2391); CPE inhibition, % at 10 µM; hits with a dose series show IC50 in µM; 310,000 tested, 0.13% active; HEp-2 cells, RSV-induced CPE inhibition; higher % means a stronger effect; in the data active = a potency from the dose series; inconclusive = CPE inhibition mostly from about 23% at the one dose, without a potency; inactive = the rest, 99 in 100 with CPE inhibition below about 21%; also: strong numbers were not always called active
WT yeast gro inh – growth inhibition of WT strain, primary screen, mitochondrial fusion inhibitor project, WT and mutant strains, chemical genetic; AID 1362, 2008; 190,000 tested, 2.1% active; inhibition, % at 10 µM; mitochondrial fusion phenotypic screen; in the data active = inhibition above about 58%; tested in S. cerevisiae
WT yeast gro inh mutant strain – also measured in WT yeast gro inh; calls as there; inhibition, %; mitochondrial fusion phenotypic screen, mutant strain inhibition
Myeloid diff 2 GFP+ MAC1+ % – also measured in Myeloid diff 2; calls as there; GFP+ MAC1+ double positive, %; measured here: differentiation confirmed by MAC1 staining
* = called active by the depositor; i = inactive; ? = inconclusive; nt = not tested or not shown; + = active, no number; & = joins results of further samples. Rule as the data show it, unless noted: active = inhibition above about 50%; inactive = the rest. No enrichment for hits; about 3.1% have a hit in one of these screens.

SMILES	Myeloid diff 2	Myeloid diff 2 GFP+ MAC1+ %	Salmonella PhoP GFP	human PMI inhibitors	SIAH1 antagonists	human PMI inhibition	XIAP antagonists	TNAP activators	RSV CPE inhibition	WT yeast gro inh	WT yeast gro inh mutant strain
CCn1cc(CN2CCCC(C(=O)Nc3cccc(-c4cc5ccccc5[nH]4)c3)C2)c(C)n1 (stereo not given)	?	nt	2%	nt	8%	nt	nt	nt	0.7%	nt	nt
COc1ccc(CCNC(=O)C(C)Sc2ccccc2)cc1OC (stereo not given)	i	1.1	6%	-7%	4%	-12%	-0.3%	1	3.1%	26	12
CC(C)(C)NC(=O)[C@H]1CC[C@H]2[C@@H]3CC[C@H]4NC(=O)C=C[C@]4(C)[C@H]3CC[C@]12C	i	2.8	1%&-3%	-10%	-1%	-2%	-8.0%	1	0.8%	12	15
CC1CCN(CC2C(=O)O[C@@H]3C[C@@]4(C)CCC[C@H](C)C4=C[C@H]23)CC(C)(C)C1 (stereo not given in full)	i	8.5	16%	nt	8%	nt	nt	nt	-2.2%	nt	nt
Cc1ccccc1Nc1nc(N)nc(CN(C)Cc2ccccc2Cl)n1	i	0.7	14%	15%	-10%	9%	-4.8%	0.9	2.0%	3	-18
O=C(c1ccccn1)C1CCCN(Cc2cn[nH]c2-c2cc3ccccc3o2)C1 (stereo not given)	i	0.5	-6%	-5%	-1%	1%	-7.3%	0.9	2.0%	3	8
CCOc1cc(/C=C2/C(=N)N3C(=NC2=O)SN=C3S(C)(=O)=O)ccc1OC(=O)c1ccco1	i	0.0	-20%	nt	2%	nt	nt	nt	1.7%	nt	nt
CC(C)(C)c1ccc(C(=O)N/C(=C\c2cccs2)C(=O)N2CCOCC2)cc1	i	0.1	2%	nt	0%	nt	nt	nt	2.7%	nt	nt
CCn1cc(Br)c(C(=O)Nc2ccccc2C(=O)OC)n1	i	0.2	-3%	10%	-2%	4%	-7.5%	0.9	5.4%	5	15
O=C(NCc1nnc(SCC(=O)N2CCc3ccccc32)o1)c1ccco1	i	0.5	10%	2%	8%	-2%	-3.7%	1	1.9%	-9	-5
Cc1ccc(CNC(=O)C2=CCN(S(=O)(=O)c3ccc(C)cc3)CC2)cc1	i	2.7	5%	2%	4%	0%	-3.7%	1.1	2.4%	12	-12
COc1ccccc1C1CN=NC12CCCc1ccccc1C2=O (stereo not given)	i	1.3	-7%	9%	0%	8%	-9.3%	1.1	8.3%	10	13
CC1CN(C(=S)SCC(=O)c2ccc([N+](=O)[O-])cc2)CC(C)O1 (stereo not given)	?	nt	3%	nt	5%	nt	nt	nt	12%	nt	nt
O=C(NCc1ccccc1)C12CC3CC(CC(Br)(C3)C1)C2	i	3.2	-2%	nt	3%	nt	nt	nt	2.3%	nt	nt
c1ccc2[nH]c(SCc3ccc(-c4nnco4)cc3)nc2c1	i	0.5	9%	2%	7%	4%	0.1%	1.2	?	24	13
CCC(=O)OCCn1c(Br)nc2c1c(=O)[nH]c(=O)n2C	i	0.2	0%	-3%	0%	-6%	-5.3%	1	1.7%	-5	-5
CCC(CO)Nc1nc2ccc(Cl)cc2c2ccccc12 (stereo not given)	i	0.0	2%	nt	-4%	nt	nt	nt	60%	nt	nt
Cc1[nH]c(-c2ccc(F)cc2)cc1C(=O)N1CCN(c2ccc(Cl)cc2)CC1	i	0.3	2%	nt	1%	nt	nt	nt	-1.8%	nt	nt
O=C(Cn1c(=O)n(Cc2ccccc2)c(=O)c2cc(Cl)ccc21)NCC1CCCO1 (stereo not given)	i	6.0	-4%	nt	-2%	nt	nt	nt	1.3%	nt	nt
CC(=O)Oc1ccc(/C=C/c2nc3ccccc3c(=O)o2)cc1	i	0.8	-1%	nt	-2%	nt	nt	nt	2.2%	nt	nt
CCn1c2ccccc2c2cc(NC(=O)CSc3nnc(-c4ccccc4OC)n3N)ccc21	i	2.7	15%	13%	0%	-11%	-2.0%	1.1	9.3%	-9	-7
O=C(CSc1nc2ccccc2c(=O)n1NC(=O)Cc1ccccc1)NCc1ccccc1Cl	i	0.2	-1%	-10%	0%	-3%	2.1%	1	1.2%	2	7
COc1ccc(O)c(CNc2ccccc2F)c1	i	0.4	-9%	17%	-1%	7%	-3.4%	0.9	2.5%	-6	-11
O=C(Nc1ccccc1)C1=C[C@H](c2coc3ccccc3c2=O)C[C@H](OCCCCO)O1	i	2.8	-6%	-3%	19%	3%	-6.1%	1.1	6.8%	-21	-5
NC1=NC(=O)CC(C(=O)NCc2ccccc2)S1 (stereo not given)	i	0.9	8%	-10%	-3%	-4%	-6.8%	1	0.5%	8	19

Continued.
SMILES	Myeloid diff 2	Myeloid diff 2 GFP+ MAC1+ %	Salmonella PhoP GFP	human PMI inhibitors	SIAH1 antagonists	human PMI inhibition	XIAP antagonists	TNAP activators	RSV CPE inhibition	WT yeast gro inh	WT yeast gro inh mutant strain
O=C(NCCc1c[nH]c2ccccc12)/C(=C/c1ccco1)NC(=O)c1ccco1	i	0.3	7%	11%	4%	6%	-4.8%	1	-2.0%	-5	-5
C/C(CC(=O)Nc1ccc(Cl)c(C(F)(F)F)c1)=N\NC(N)=S	i	0.3	10%	4%	7%	9%	-3.0%	1.1	0.3%	-21	2
CCC(=O)Nc1ccc(NC(=O)c2cc3ccccc3o2)c(OC)c1	i	0.7	8%	nt	2%	nt	nt	nt	-2.0%	nt	nt
CCOC(=O)c1c(C)[nH]c(C)c1S(=O)(=O)NCc1ccc(OCC)cc1	i	1.4	3%	nt	-1%	nt	nt	nt	3.9%	nt	nt
Cc1cn(C(=O)C(C)N2C(=O)c3ccccc3C2=O)c(C)n1 (stereo not given)	i	1.2	2%	-2%	-3%	-3%	-6.7%	1.2	2.2%	-19	-35
Cc1cccc(-c2noc(Cc3ccc(Cl)cc3)n2)c1	i	0.5	-2%	12%	3%	15%	-12%	1.1	5.6%	11	15
COc1ccc(CNc2nc(S(=O)(=O)c3ccccc3)c(Cl)s2)cc1OC	i	0.1	-9%	10%	0%	18%	-9.1%	1.1	3.7%	-1	-9
Cc1ccc(OCCSc2ncnc3sc(C)c(C)c23)cc1C	i	0.8	-3%	15%	-2%	15%	-9.7%	1.1	0.0%	2	7
CC(=O)c1cccc(NC(=O)CCNC(=O)c2ccccc2Cl)c1	i	0.5	-7%	nt	3%	nt	nt	nt	2.9%	nt	nt
O=[N+]([O-])c1cn(-c2nc(-c3ccco3)cc(C(F)(F)F)n2)cn1	i	1.0	-11%	-1%	-3%	3%	-9.4%	1	2.9%	-2	7
Cc1nc(N2CCN(c3ccccn3)CC2)c2c(C)c(C(=O)Nc3ccc(Cl)cc3)sc2n1	i	2.7	-7%	nt	1%	nt	nt	nt	7.9%	nt	nt
COc1ccc2c(n1)Sc1nc3ccccc3nc1N2	+	14*	-17%	nt	3%	nt	nt	nt	2.3%	nt	nt
CCOC(=O)CCc1c(C)c2ccc(OCC)c(C)c2oc1=O	nt	nt	6%	1%	-4%	2%	-6.8%	1	2.0%	-5	-8
O=C(NC(=S)Nc1ccccc1)c1cc(-c2ccccc2)nc2ccccc12	i	1.1	-12%	3%	-5%	3%	-0.6%	1	6.0%	37	33
COc1ccccc1-c1cc(C(F)(F)F)nc(N2CCOCC2)n1	i	1.0	13%	6%	3%	8%	-1.0%	1	?	20	6
Cn1ncc(Br)c1NC(=O)Nc1ccccc1	i	0.5	0%	nt	-5%	nt	nt	nt	0.7%	nt	nt
CCCCN(C)C(=O)c1cn(C)c2ccc(S(=O)(=O)N(C)C)cc2c1=O	i	4.1	30%	-1%	5%	-8%	-5.4%	1.1	2.0%	0	3
Cc1ccc(NC(=O)C2C3C=CC4(O3)C2C(=O)N(CCCN2CCCC2)C4C(=O)NC2CCCCC2)cc1Cl (stereo not given)	i	1.9	-3%	nt	5%	nt	nt	nt	1.1%	nt	nt
Cc1ccccc1N1CCN(C2CCCN(C(=O)c3cc(CC(C)C)nn3C)C2)CC1 (stereo not given)	i	1.9	5%	nt	3%	nt	nt	nt	5.0%	nt	nt
CCOc1ccc(CN(C)CC(=O)Nc2cc(OC)c([N+](=O)[O-])cc2C)cc1	i	0.2	-7%	-5%	-3%	4%	-7.9%	1	4.1%	-26	-4
CCC(C)[C@H]1CNC(=S)N1CCC12CC3CC(CC(C3)C1)C2 (stereo not given in full)	i	3.5	-3%	nt	14%	nt	nt	nt	11%	nt	nt
Cc1cccc(C(=O)OCC(=O)c2cccc(Br)c2)c1O	i	0.2	-2%	nt	4%	nt	nt	nt	1.2%	nt	nt
N#Cc1cc2c(nc1SCc1ccncc1)CCC2	i	6.8	14%	-85%	1%	-52%	-3.2%	1.1	?	29	24
CCCN1CCN(C(=O)CN2C(=O)COc3ccc(S(=O)(=O)N(CC)CC)cc32)CC1	?	nt	-11%	nt	4%	nt	nt	nt	1.3%	nt	nt
Cc1ccc2c(CN3CCC(C(N)=O)CC3)cc(=O)oc2c1C	i	1.1	0%	nt	12%	nt	nt	nt	1.4%	nt	nt

New compounds follow
SMILES	Myeloid diff 2	Myeloid diff 2 GFP+ MAC1+ %	Salmonella PhoP GFP	human PMI inhibitors	SIAH1 antagonists	human PMI inhibition	XIAP antagonists	TNAP activators	RSV CPE inhibition	WT yeast gro inh	WT yeast gro inh mutant strain
CCn1cc(CN2CCC(n3nccc3NC(=O)CCOc3ccccc3)CC2)c(C)n1	i	0.6	-1%	nt	-4%	nt	nt	nt	0.3%	nt	nt
O=C(c1cnn2c(C(F)(F)F)cc(-c3ccco3)nc12)N1CCc2ccccc2C1	i	5.0	2%	3%	2%	12%	-2.2%	1.1	6.9%	8	18
CCCC(=O)Nc1ccc2c(c1)c1ccccc1n2CC	i	0.2	-17%	0%	-2%	7%	-0.7%	1.1	9.5%	-21	-4
O=C(CSc1nc(C2CC2)nc2ccccc12)N1c2ccccc2Sc2ccc(C(F)(F)F)cc21	i	0.3	-12%	10%	8%	14%	-0.6%	1.1	?	12	13
CC1(C(=O)Nc2cccc3ccccc23)CC1(Br)Br (stereo not given)	i	0.9	-6%	nt	5%	nt	nt	nt	1.2%	nt	nt
CCN1CCN(C(=O)C2CCN(S(=O)(=O)c3cccc4cccnc34)CC2)CC1	i	1.8	-1%	3%	0%	-1%	-4.3%	1	0.6%	2	-5
O=C(OCn1ncc(Cl)c(Cl)c1=O)c1ccc(C(F)(F)F)cc1	i	0.4	-5%	-4%	1%	0%	-8.7%	1.1	nt	7	-14

Quoted from the listing:
`O=C(OCn1ncc(Cl)c(Cl)c1=O)c1ccc(C(F)(F)F)cc1` | TNAP activators = 1.1
`CCCC(=O)Nc1ccc2c(c1)c1ccccc1n2CC` | Salmonella PhoP GFP = -17%

High-throughput results deposited in PubChem by several laboratories.
